Screens deposited in PubChem BioAssay by several laboratories.
Fam108B counter = mouse Fam108B serine hydrolase inhibitors, primary screen, counter-screen for RBBP9 inhibitor project, biochemical, fluorescence polarization. 300,000 tested, 0.33% active. inhibition, % at 9.51 µM. recombinant Fam108B, FP-Rh probe fluorescence polarization. AID 1947, 2009;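 active = inhibition above the screen mean inhibition plus 3 SD, computed separately per campaign, cut at about 18% in these data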;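 also: inhibitors lower polarization as less probe binds the enzyme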
VLA-4 inh = inhibition in human VLA-4 binding assay, primary screen, VLA-4 allosteric modulator project, MLPCN library, flow cytometry, VLA-4 expressing cells; ligand binding flow cytometry; inhibition, % (about 7 µM as worked out from the volumes in the protocol); AID 2557, 2010; Integrin alpha-4 (Homo sapiens), P13612; 330,000 tested, 0.2% active; in the data active = inhibition above about 50%
Efflux pump mplx = inhibitors of Candida efflux pumps in yeast, primary screen, S. cerevisiae, Nile Red, multiplex. S. cerevisiae Candida pump triplex. 330,000 tested, 0.44% active. inhibition, % at 10 µM;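 active = plate passing quality check with inhibition over a set limit, or well fluorescence over plate mean plus 4 SD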;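 also: Nile Red retained in pooled yeast measured as flow cytometry median fluorescence; 0% = buffer negative control and 100% = Enniatin B positive control; higher means more Nile Red kept so more efflux inhibition; some compounds called inactive have numbers as strong as hits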
MEX-5 binding = MEX-5 zinc finger RNA-binding disruptors – biochemical, C. elegans, fluorescence polarization, MLPCN library, primary screen. MEX-5/FITC-TCR2 RNA binding; stronger effect = lower value. activity score (negative = inhibition of binding), % at 10 µM. Zinc finger protein mex-5 (Caenorhabditis elegans), Q9XUB2. 300,000 tested, 0.38% active;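 active = inhibition past about -25% in most replicates, and total fluorescence under double the plate's negative control median, limit read from the data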;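 also: 0% = DMSO and -100% = 5 µM competing unlabeled TCR2 RNA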
BCLXL inh = inhibitors of human Bcl-xL, primary screen, biochemical, fluorescence polarization, HTS; Bcl-2-like protein 1 (Homo sapiens), Q07817; GST-Bcl-xL / FITC-Bim BH3 peptide fluorescence polarization; inhibition, % at 10.9 µM; 320,000 tested, 0.7% active; AID 2129, 2009;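 active = inhibition above the mean of all tested compounds plus 3 SD, cutoff set per campaign, cut at about 30% in these data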;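 also: 0% = DMSO wells and 100% = unlabeled Bim-BH3 peptide competitor; inhibitors lower millipolarization by displacing the labeled peptide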
MCL1-BIM inh = inhibitors of MCL1 binding to BIM-BH3, primary screen, biochemical, fluorescence polarization. Induced myeloid leukemia cell differentiation protein Mcl-1 (Homo sapiens), Q07820. GST-MCL1 / FITC-Bim-BH3 fluorescence polarization. inhibition, % at 10.9 µM. 320,000 tested, 0.68% active;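 active = inhibition above the mean inhibition of all tested compounds plus 3 SD, set per campaign, cut at about 40% in these data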;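 also: 0% = DMSO wells and 100% = unlabeled Bim-BH3 peptide control; higher means more loss of mP so more displacement of Bim peptide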
Target sequence (Q07820 whole entry, looked up): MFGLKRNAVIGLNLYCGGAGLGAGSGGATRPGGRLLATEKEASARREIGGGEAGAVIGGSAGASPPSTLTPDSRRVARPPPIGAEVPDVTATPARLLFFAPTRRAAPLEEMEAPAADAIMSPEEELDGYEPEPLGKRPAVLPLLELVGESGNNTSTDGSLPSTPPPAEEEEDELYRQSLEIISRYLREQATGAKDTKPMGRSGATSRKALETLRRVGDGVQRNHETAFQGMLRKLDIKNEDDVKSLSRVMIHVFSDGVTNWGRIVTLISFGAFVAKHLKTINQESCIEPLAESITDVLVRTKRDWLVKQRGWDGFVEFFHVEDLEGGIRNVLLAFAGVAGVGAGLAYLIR
GLD-1 RNA inh = GLD-1/TGE RNA complex disruptors, primary screen, biochemical, fluorescence polarization. Female germline-specific tumor suppressor gld-1 (Caenorhabditis elegans), Q17339. purified GLD-1 + fluorescein TGE RNA. inhibition, % at 5.96 µM. 320,000 tested, 0.44% active;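 active = percent inhibition above a per-plate cutoff, the plate mean of test compounds plus 3 SD, cut at about 30% in these data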;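 also: 0% = DMSO wells with GLD-1 and probe and 100% = wells lacking GLD-1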
GRK2 aptamer HTS = compounds blocking aptamer binding on GRK2 – biochemical, human GRK2, bead flow cytometry, HTS, primary screen; FAM-aptamer displacement from GRK2; Beta-adrenergic receptor kinase 1 (Homo sapiens), P25098; inhibition of aptamer binding, % at 10 µM; 330,000 tested, 0.59% active;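 active = inhibition of aptamer binding above 40%, roughly 3 SD of noise, on plates passing a quality check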;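 also: median bead fluorescence of bound FAM aptamer so fluorescent compounds give negative values; no value below 0 was filed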
Target sequence (P25098 whole entry, looked up): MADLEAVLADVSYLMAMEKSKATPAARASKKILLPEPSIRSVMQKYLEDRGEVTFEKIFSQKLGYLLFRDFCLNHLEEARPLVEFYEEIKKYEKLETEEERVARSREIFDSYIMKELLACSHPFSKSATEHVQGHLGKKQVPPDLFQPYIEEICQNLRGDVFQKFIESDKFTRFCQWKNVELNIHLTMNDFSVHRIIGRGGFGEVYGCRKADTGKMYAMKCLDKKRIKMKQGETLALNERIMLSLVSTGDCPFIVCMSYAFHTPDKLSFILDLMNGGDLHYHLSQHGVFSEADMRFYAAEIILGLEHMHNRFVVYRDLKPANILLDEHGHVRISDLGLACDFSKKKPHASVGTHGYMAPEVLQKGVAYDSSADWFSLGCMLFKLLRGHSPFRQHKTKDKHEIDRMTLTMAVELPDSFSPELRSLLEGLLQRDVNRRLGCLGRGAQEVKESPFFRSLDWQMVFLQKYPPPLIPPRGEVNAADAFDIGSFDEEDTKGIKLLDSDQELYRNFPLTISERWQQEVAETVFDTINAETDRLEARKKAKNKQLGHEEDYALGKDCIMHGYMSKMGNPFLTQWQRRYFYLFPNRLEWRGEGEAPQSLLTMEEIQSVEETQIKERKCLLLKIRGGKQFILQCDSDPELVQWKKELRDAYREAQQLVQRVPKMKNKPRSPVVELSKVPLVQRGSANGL
PME-1 primary = PME-1 inhibitors via competitive probe labeling, primary screen, biochemical, fluorescence polarization, FP-Rh probe, HTS | Protein phosphatase methylesterase 1 (Homo sapiens), Q9Y570 | recombinant PME-1 | inhibition, % at 5.9 µM | 320,000 tested, 0.53% active | AID 2130, 2009;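 active = inhibition above the campaign mean of all compounds plus 3 SD, cut at about 26% in these data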;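 also: competitive labeling of PME-1 active site by serine hydrolase directed probe; 0% = PME-1 with DMSO and 100% = wells lacking PME-1 enzyme; inhibitors block probe labeling so polarization falls and inhibition rises; many of its hits are not listed in these tables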
* = called active by the depositor; i = inactive; . = no result given. An excerpt; the hit share may differ from the screen's.

SMILES	Fam108B counter	VLA-4 inh	Efflux pump mplx	MEX-5 binding	BCLXL inh	MCL1-BIM inh	GLD-1 RNA inh	GRK2 aptamer HTS	PME-1 primary
CCCOc1ccc(CN(CCO)CCO)cc1[N+](=O)[O-]	-0.7	-6.8	-0.2	-0.5	4.8	4.5	-6.2	0.0	-3.3
CC(C)c1ccc(NC(=O)C(c2ccc3c(c2)OCO3)N2CCC3(CC2)OCCO3)cc1 (stereo not drawn)	-4.0	15.1	0.0	-1.2	-3.7	-1.7	1.9	1.0	2.3
CCOc1ccc(N(CC(=O)NC2CCCCC2)C(=O)CCC(=O)Nc2nc(C)cs2)cc1	0.7	6.1	1.0	0.6	5.7	1.5	8.3	0.0	7.0
Cc1ccccc1-n1nnnc1SCCCC(=O)c1ccc(F)cc1	0.5	14.6	0.0	0.6	2.7	0.2	4.1	4.0	9.8
CCOC(=O)c1sc(-c2cccc([N+](=O)[O-])c2)cc1N	0.7	-1.1	0.0	0.7	8.1	0.6	6.8	0.0	1.0
COc1ccc(OC)c(CCNC(=O)CCCC(=O)n2ncc3cc(C)ccc32)c1	1.2	0.9	-0.2	-1.3	3.1	0.3	-2.9	1.0	-5.6
Nc1nnc2c(n1)CCCC2	0.6	8.4	0.1	-32.5*	15.6	9.6	3.6	0.0	8.0
CC(C)C(NC(=O)CCNC(=O)c1ccccc1Cl)c1nc2ccccc2[nH]1 (stereo not drawn)	.	11.3	0.1	.	-11.5	-6.1	12.6	0.0	-2.5
CCN(CC)C(C(=O)Nc1ccc(C(C)C)cc1)c1ccc2c(c1)OCO2 (stereo not drawn)	-7.9	5.6	0.3	1.6	6.3	3.8	-3.2	0.0	-7.8
CCc1ccc(OCC(=O)NC(=S)Nc2cccc(CO)c2)c(Br)c1	0.5	-4.0	-0.1	1.2	4.2	10.4	0.1	0.0	-15.5
O=C(Nc1cccc(S(=O)(=O)NC2=NCCC2)c1)c1ccccc1OC(F)F	7.7	-2.2	-0.1	-0.7	-0.4	2.5	8.1	2.0	2.7
Cc1ccc(O)c(NC(=O)C2CC(c3c(F)cccc3Cl)=NO2)c1 (stereo not drawn)	1.5	-1.8	0.3	0.1	3.3	-1.7	3.3	3.0	-2.9
O=C1CCC(C(=O)N2CCCCO2)CN1Cc1cccc(F)c1 (stereo not drawn)	-2.0	5.0	-0.1	1.1	2.6	5.2	0.8	1.0	3.9
Nc1ccc2c(c1)C/C(=C/c1ccco1)C2=O	15.3	-116.2	0.8	-45.2*	60.4*	105.3*	24.7	3.0	3.6
COc1ccccc1CNC(=O)CN1C(=O)NC(C)(c2ccc(C)cc2)C1=O (stereo not drawn)	-1.5	3.6	0.2	-0.8	-11.7	-22.7	-13.0	6.0	-5.6
Cc1ccc(NC(=O)CSc2ccc(-c3cccnc3)nn2)c(C)c1	4.2	-20.5	-0.1	3.4	5.3	4.2	4.1	1.0	-2.3
CCOC(=O)c1cnc(=O)[nH]c1C	12.3	-2.5	-0.1	-2.3	16.4	13.1	9.6	0.0	1.5
O=C(Nc1cccc2c1CCCC2)c1cc([N+](=O)[O-])ccc1Cl	-3.7	3.9	0.1	2.5	-5.4	-9.8	-6.6	2.0	5.7
Cc1ccc(S(=O)(=O)c2nc(S(C)(=O)=O)sc2N2CCC3(CC2)OCCO3)cc1	2.9	-18.2	-0.1	-1.2	3.5	1.8	-0.4	52.0*	5.0
C/C(=N\NC(=O)c1ccc(CN2CCOCC2)cc1)c1ccc(NC(=O)c2ccccc2)cc1	1.1	8.1	0.1	1.2	0.9	-1.1	7.0	1.0	-2.7
O=C(N=Nc1c(O)[nH]c2ccccc12)c1cc(NS(=O)(=O)c2cccs2)cc(NS(=O)(=O)c2cccs2)c1	-23.5	2.9	-0.1	-0.8	2.0	0.9	-1.7	4.0	-18.4
COCCNC(=O)c1ccc2c3n(nc2c1)-c1ccc(Cl)cc1CO3	-5.8	-7.5	0.5	-5.1	-6.6	-13.3	-8.9	1.0	-4.4
COC(=O)c1[nH]c2ccccc2c1NC(=O)CN1CCN(C(=O)c2ccco2)CC1	-5.2	11.8	-0.2	1.4	5.9	8.4	0.5	0.0	1.3
CN(C)S(=O)(=O)c1ccc2nnn(O)c2c1	-4.4	4.7	0.2	1.9	9.3	7.1	-5.7	0.0	-2.5
COc1ccccc1/C=C(/C(=O)NCCCn1ccnc1)c1ccccc1	-4.9	2.3	0.0	-0.7	-0.5	1.3	-1.0	0.0	3.6
CCN(C(=O)Cn1c(=O)oc2ccccc21)c1cccc(C)c1	2.3	6.6	0.2	1.5	-1.4	-2.1	-3.6	1.0	3.5
COc1ccccc1C1C(C(N)=O)=C(C)Nc2nc(CCCO)nn21 (stereo not drawn)	3.6	2.2	0.1	1.2	-0.4	-0.2	-1.2	0.0	-0.6
COCCCNC(=O)c1ccc2c(=O)n(Cc3ccc(OC)cc3)c(=O)[nH]c2c1	-0.2	3.8	0.0	-0.7	-1.1	2.8	3.1	2.0	1.4
CC(C)CCn1c(=O)c2ccccc2n2c(CN3C(=O)NC4(CCC(C)CC4)C3=O)nnc12 (stereo not drawn)	-1.9	-0.1	0.0	1.4	6.2	-0.5	-6.4	0.0	-2.1
CNc1ccccc1C(=O)OC(C)C(=O)Nc1ccc(Cl)cn1 (stereo not drawn)	-4.0	10.3	0.2	2.1	1.9	-2.8	0.1	2.0	-0.6
CCOC(=O)N1CCN(C(=O)C2CCN(S(=O)(=O)c3cc(Cl)ccc3OCC)CC2)CC1	1.1	3.2	0.0	0.3	5.8	2.7	6.6	2.0	-0.1
CC(=O)Nc1c(NC(=O)CC#N)[nH]c2c(c1=O)c(=O)n(C)c(=O)n2C	0.6	0.4	-0.6	-1.6	8.1	0.8	-5.8	0.0	-7.4
COc1ccccc1C(=O)NC(=O)COC(=O)CNC(=O)c1ccc(Cl)c([N+](=O)[O-])c1	2.1	-9.8	-0.1	0.2	3.1	-2.4	-0.2	4.0	-1.8
COc1cc(O)c(C(CCN2CCCC2)c2cc(OC)c(OC)c(OC)c2)c(OC)c1 (stereo not drawn)	1.7	-4.5	0.0	2.1	5.3	3.9	8.9	0.0	-3.6
CCOC(=O)N1CCN(c2ncnc3c2[nH]c2ccc(F)cc23)CC1	-0.5	9.6	-0.1	-2.4	1.6	3.5	-9.3	2.0	8.4
CSc1nnc(-c2sc(-c3ccccc3)nc2C)n1C	-1.8	3.9	-0.1	2.9	-8.0	-6.0	0.9	3.0	-1.2
COc1cc(C(C)=O)ccc1OCCCOc1cccc2cccnc12	0.6	11.6	0.0	-3.4	3.3	0.2	-3.0	0.0	2.6
O=C(NCCC1=CCCCC1)C1CCN(S(=O)(=O)N2CCCC2)CC1	5.3	5.2	0.1	-0.6	-0.7	1.0	-0.1	0.0	-10.4
C/C(CCC(=O)OC[C@H]1O[C@H](C#Cc2ccccc2)C=C[C@@H]1Oc1ccc(C)cc1)=N\OC[C@@H](O)[C@H]1O[C@@H]2OC(C)(C)O[C@@H]2[C@H]1O	-6.8	23.5	0.1	1.2	6.4	2.6	4.0	0.0	-7.4
O=c1c2[nH]c3ccccc3c2ncn1CCCn1ccnc1	-1.4	-9.6	0.1	0.6	2.0	7.2	-0.1	0.0	0.2
COc1cc(/C=C2\SC(=S)N(NC(=O)c3cccc(O)c3)C2=O)ccc1O	.	i	-0.2	42.3	.	.	.	5.0	.
O=c1cc(-c2ccc(O)cc2)oc2c(C3OCC(O)C(O)C3O)c(O)c(C3OC(CO)C(O)C(O)C3O)c(O)c12 (stereo not drawn)	-5.0	-17.5	-0.2	-14.4	6.6	6.0	1.5	0.0	2.8
COc1ccccc1/C=N/NC(=O)c1cccc2ccccc12	-0.6	3.9	0.0	1.6	-1.2	1.8	-1.1	2.0	-6.1
NC(=O)C1CCCN1S(=O)(=O)c1ccc2ccccc2c1 (stereo not drawn)	1.9	-0.3	-1.1	-0.5	3.6	6.0	0.2	0.0	3.3
CCOC(=O)N1CCN(C(=O)CSc2nc(=O)n3ccccc3n2)CC1	0.6	-4.7	-0.1	2.5	0.2	-4.9	7.4	3.0	2.3
Cc1csc2nc(CSc3nc4ccccc4o3)cn12	-4.3	-6.3	0.1	.	11.8	19.6	3.2	0.0	-0.1
CCOc1ccc(/C(=N\O)C(C)NO)cc1 (stereo not drawn)	-0.2	20.7	0.2	-2.2	1.1	4.4	2.6	5.0	3.7
Cc1cc(NC(=O)CCC(=O)N(c2ccc(F)cc2)C(C(=O)NC2CCCC2)c2cccnc2)no1 (stereo not drawn)	3.0	5.2	0.1	4.1	8.8	0.4	10.2	0.0	4.2

An excerpt of these results, with values under each structure:
Under each structure – Fam108B counter	VLA-4 inh	Efflux pump mplx	MEX-5 binding	BCLXL inh	MCL1-BIM inh	GLD-1 RNA inh	GRK2 aptamer HTS	PME-1 primary
> O=C(NCCC1=CCCCC1)C1CCN(S(=O)(=O)N2CCCC2)CC1
  5.3	5.2	0.1	-0.6	-0.7	1.0	-0.1	0.0	-10.4
> CCOc1ccc(/C(=N\O)C(C)NO)cc1 (stereo not drawn)
  -0.2	20.7	0.2	-2.2	1.1	4.4	2.6	5.0	3.7

(further entries)
SMILES	Fam108B counter	VLA-4 inh	Efflux pump mplx	MEX-5 binding	BCLXL inh	MCL1-BIM inh	GLD-1 RNA inh	GRK2 aptamer HTS	PME-1 primary
CCOc1ccc(NC(=O)C(=O)NCCCn2ccnc2)cc1	-2.8	13.0	0.0	1.6	3.0	7.5	2.4	0.0	-9.0
O=S(=O)(Nc1ccc(N2CCOCC2)cc1)c1c(F)cc(F)cc1Br	-0.2	-11.4	-0.1	-2.7	1.6	5.4	1.6	2.0	8.7
CCc1ccccc1NC(=O)C1CCCN(c2ncccn2)C1 (stereo not drawn)	0.9	17.0	-0.4	-1.6	1.8	-2.5	6.3	0.0	-0.9
CC(=O)Nc1ccc(NC(=O)C(C)OC(=O)CCCN2C(=O)c3cccc4cccc(c34)C2=O)cc1 (stereo not drawn)	6.0	-4.4	-0.1	1.5	-2.5	-4.8	2.9	1.0	-6.5
CN1C(=O)C(CC(=O)Nc2ccc(F)cc2)N(NC(=O)c2cccc(F)c2)C1=S (stereo not drawn)	-0.8	-2.8	0.0	-0.9	2.6	6.4	2.7	0.0	0.0
COc1ccc(NC(C)C(=O)Nc2ccc(C(C)(C)C)cc2)cc1Cl (stereo not drawn)	3.9	6.0	-0.2	2.2	-1.9	-10.0	7.2	0.0	-1.4
COc1ccc(OCC(=O)Nc2ccc(NC(=O)c3ccccc3Cl)c(OC)c2)cc1	5.1	14.9	-0.3	-0.7	3.4	3.7	4.4	2.0	-8.1
O=C(COC(=O)Cc1cccc(C(F)(F)F)c1)NC1CC1	-0.8	-28.8	0.1	2.4	6.2	14.1	-6.2	2.0	2.2
COc1ccccc1N1CCN(C(=O)c2ccc(S(=O)(=O)N3CCCCC3)cc2)CC1	-1.7	13.3	0.1	2.4	8.0	10.1	4.0	0.0	8.7
